Bioassay records: PubChem, National Center for Advancing Translational Sciences (NCATS)
CXXC DNA block: inhibitors of human MLL CXXC domain-DNA interaction. actives 0.037% (n = 290,000). Q03164. MLL-CXXC / FITC-HOXA9 DNA fluorescence polarization. Potency, µM (top dose mostly 115 µM), for inactives: top-dose activity change, negative = inhibition, hits mostly inhibitors; active means well fitted inhibition curve with a large enough effect in the polarisation, with a control signal flat, not every such curve was filed as active; inconclusive means small, poorly fitted or top-dose-only effect, or effect the other way, or a change in a side signal; inactive means no such curve, though single readings can be large or run the other way; the % refers to the polarisation; further: potency means the concentration at half of the fitted maximal effect
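Fluorescence polarization: 7 uM MLL-CXXC (stock) preincubated 5 min with compounds, then 50 nM fluorescein-HOX-A9 DNA (stock) added; 30 min ambient. Buffer 50 mM Tris-HCl pH 7.5, 50 mM NaCl, 1 mM DTT, 0.05% BSA.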
Integrin act MD: integrin-mediated muscular dystrophy alleviation activation. actives 0.064% (n = 350,000). alpha7betagal myoblasts, beta-gal FDG fluorescence, 48 h. AID 624291. Potency, µM (highest dose often 38.3 µM), for the others: at the highest dose activation, actives largely listed as activators;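 further: potency means the concentration at half of the fitted maximal effect; 100% = response of the positive control SU9516; nearly all actives have a fitted effect of over 60% in size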
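Alpha7betagal+/- myoblasts (passage 13) were plated 16-24 hr, then exposed to compounds (1:260 dilution of DMSO stock) for 48 hours at 37C. After MPER lysis, β-galactosidase reporter activity was read as FDG fluorescence (ex 480/em 540) after 30 minutes.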
PTAP TSG101 blk: blocks PTAP/TSG101 interaction to inhibit HIV-1 budding. Fluorescence polarization, FITC-PTAP peptide / Tsg101 binding. 340,000 tested, under 10 active. Potency, µM (series often up to 115 µM), without a hit: at the highest dose activity change, negative = inhibition, usual class: inhibitors. Q99816; active means well fitted inhibition curve with a large enough effect in the main read-out, with a control signal flat, not every such curve was filed as active; inconclusive means small, poorly fitted or top-dose-only effect, or effect the other way, or a change in a side signal; inactive means no such curve, though single readings can be large or run the other way; further: potency means the concentration at half of the fitted maximal effect; % of control where 0% means no effect
Target sequence (Q99816 whole entry, looked up): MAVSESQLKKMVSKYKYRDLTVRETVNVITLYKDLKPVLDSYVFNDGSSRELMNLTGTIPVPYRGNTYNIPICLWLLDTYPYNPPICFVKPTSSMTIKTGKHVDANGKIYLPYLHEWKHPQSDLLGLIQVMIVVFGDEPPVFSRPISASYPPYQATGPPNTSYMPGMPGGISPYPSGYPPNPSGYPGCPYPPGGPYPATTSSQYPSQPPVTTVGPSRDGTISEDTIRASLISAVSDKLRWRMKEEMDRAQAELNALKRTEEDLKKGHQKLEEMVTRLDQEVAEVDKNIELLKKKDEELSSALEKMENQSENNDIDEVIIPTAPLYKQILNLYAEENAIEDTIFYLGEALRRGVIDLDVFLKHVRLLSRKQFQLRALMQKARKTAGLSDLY
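Fluorescence anisotropy tracks displacement of a FITC-tagged PTAP peptide (50 nM) from the Tsg101 binding domain (10 uM), following a 20 min room-temperature incubation at pH 7.5.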
A-T KAP1 phos: potential ataxia-telangiectasia treatments restoring KAP-1 phosphorylation. AID 485349. actives 0.19% (n = 320,000). Potency, µM (doses to about 57.5 µM), for the others: at the top dose activation, most hits filed as activators. […] A-T fibroblasts, KAP-1 phosphorylation AlphaLISA; neocarzinostatin DNA damage 30 min before lysis; further: potency means the concentration at half of the fitted maximal effect; % of control where 0% means no effect; nearly all actives have a fitted effect of over 45% in size
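ATM-like activity read as KAP-1 phosphorylation via AlphaLISA donor/acceptor antibody pairs after lysis and 6 hr at 25C. Cells were ATM-null patient fibroblasts ([…], hTERT), dosed 60 min, then exposed to the DSB inducer NCS for 30 min.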
Menin MLL FP TR: displaces Texas Red mutant MLL peptide from human menin; O00255; actives 0.23% (n = 270,000); Menin + Texas Red MLL mutant peptide, fluorescence polarization; Potency, µM (highest dose often 61.6 µM), for the others: at the top dose FP activity change, negative = inhibition, hits mostly inhibitors; active means well fitted inhibition curve with a large enough effect in the polarisation, with a control signal flat, not every such curve was filed as active; inconclusive means small, poorly fitted or top-dose-only effect, or effect the other way, or a change in a side signal; inactive means no such curve, though single readings can be large or run the other way; the % refers to the polarisation; further: potency means the concentration at half of the fitted maximal effect; % of control where 0% means no effect; many of its hits are not listed in these tables
TCR act: activates T cell receptor signaling; primary human leukocytes, anti-CD3, IL-2 HTRF, 48 h; Potency, µM (titrated, usually from 9.22 µM), for the others: top-dose activation of IL-2 secretion, most hits filed as activators; 330,000 tested, under 10 active; AID 504894; further: % of control where 0% means no effect
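Primary human leukocytes receive a-CD3 beads and test compound and are incubated 48 hr. Secreted IL-2 is then assayed by HTRF, measuring 665nm acceptor emission after 320nm excitation of the europium donor.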
ASM inhibitor: inhibitors of human secretory acid sphingomyelinase | P17405 | placental ASM, HMU-PC fluorogenic substrate, 60 min | Potency, µM (titrated, usually from 57.5 µM), for inactives: at the highest dose activity change, negative = inhibition, actives largely listed as inhibitors | actives 0.006% (n = 340,000) | AID 504937; further: potency means the concentration at half of the fitted maximal effect
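Fluorogenic HMU-PC substrate (9 uM final) is turned over by placental ASM in 60 min at 37 C after a 10 min compound preincubation. Reaction ended by alkaline stop (pH 10), with fluorescence read at 386/447 nm.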
TSHR antag: antagonists of human thyroid stimulating hormone receptor. TSHR-expressing cells, TSH-stimulated cAMP HTRF, 2 h; hits give low values. activity change, negative = inhibition, % at 11.5 µM. actives 0.2% (n = 330,000). P16473;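 active means activity change below a set negative limit, meaning inhibition stronger than a set level, cut at about -70% in these data; inconclusive means activity change between two set negative limits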; further: on the % scale 0 is the no-effect control and ±100 the full control effect
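Freshly harvested TSHR cells receive pin-tooled compound, then EC80 TSH at 4nM final. After 2 hours at 37 deg C, antibody in lysis buffer and cAMP-d2 are added; 30 minutes at ambient temperature precede the HTRF read.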
MBNL1-CUG inh: MBNL1-poly(CUG) RNA binding inhibition. actives 0.036% (n = 280,000). TR-FRET MBNL1-His/biotin-(CUG)12 binding, 665/545 ratio. Q9NR56. AID 2675. Potency, µM (titrated, usually from 57.5 µM), without a hit: at the highest dose activity change, negative = inhibition, usual class: inhibitors; active means well fitted inhibition curve with a large enough effect in the signal ratio, with a control signal flat, not every such curve was filed as active; inconclusive means small, poorly fitted or top-dose-only effect, or effect the other way, or a change in a side signal; inactive means no such curve, though single readings can be large or run the other way; the % refers to the signal ratio; further: potency means the concentration at half of the fitted maximal effect; on the % scale 0 is the no-effect control and ±100 the full control effect
Target sequence (Q9NR56 whole entry, looked up): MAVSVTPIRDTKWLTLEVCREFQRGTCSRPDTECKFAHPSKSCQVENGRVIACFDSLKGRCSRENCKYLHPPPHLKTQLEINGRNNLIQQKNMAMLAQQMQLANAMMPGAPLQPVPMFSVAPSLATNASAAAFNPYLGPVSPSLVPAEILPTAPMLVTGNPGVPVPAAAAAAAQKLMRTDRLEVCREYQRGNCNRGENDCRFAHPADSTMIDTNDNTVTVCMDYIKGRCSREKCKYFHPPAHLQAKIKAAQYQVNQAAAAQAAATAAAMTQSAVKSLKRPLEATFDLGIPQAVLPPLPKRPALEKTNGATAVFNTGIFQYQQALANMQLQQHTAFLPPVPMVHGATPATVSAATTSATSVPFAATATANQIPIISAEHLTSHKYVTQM
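MBNL1-His + Biotin-(CUG)12, cpd titration 92 nM–58 uM; Tb anti-His Ab 0.055 ng/ul, SA-XL665 5 nM (final); 60 min RT; ratiometric 665/545 nm, Ex 340 nm; normalized to buffer and full-complex controls.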
Mito fusion act: inhibitors of mitochondrial division or activators of mitochondrial fusion | S. cerevisiae fusion-defective mutant growth rescue, CellTiterGlo 48 h | Potency, µM (top dose mostly 46.1 µM), for the others: at the highest dose growth rescue (activation), hits mostly activators | actives 0.23% (n = 320,000);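 further: potency means the concentration at half of the fitted maximal effect; % of control where 0% means no effect; nearly all actives have a fitted effect of over 45% in size; temperature-sensitive fusion mutants such as fzo1-1 at 37 °C on non-fermentable ethanol glycerol medium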
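Yeast fusion mutant, YPEG (non-fermentable carbon), compound, 48 h at 37C non-permissive; CellTiterGlo added, 10 min RT, luminescence read. Rescued growth = division inhibition.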
* hit, by the source's call; ? = inconclusive; / = no result given; & = joins results of further samples; [ ] = dose if it differs, or a comment. Unless noted, the call rests on the fitted dose curve; in most records, active means well fitted curve in the direction sought with a large enough effect; inconclusive means small, poorly fitted or top-dose-only effect, or another doubt; inactive means no such curve, though single readings can be large; an effect the other way counts as inactive or inconclusive. Some of the compounds tested. The share of hits here may be higher or lower than overall.

no. | SMILES | Mito fusion act | PTAP TSG101 blk | MBNL1-CUG inh | ASM inhibitor | Menin MLL FP TR
1 | CCOC(=O)COc1ccc(CCNC(C)=O)cc1 | 1.6% | -2.5% | -6.1% | 2.3% | 6.5%
2 | O=C(CN(Cc1ccccc1)S(=O)(=O)c1ccc(F)cc1)NCc1ccccn1 | 1.3% | -8.0% | -8.3% | -0.2% | /
3 | Cc1cccc(NCc2nc(SCC(=O)Nc3ccccc3Br)n[nH]2)c1 | 3.2% | -5.9% | 2.5% | -3.6% | 6.1%
4 | O=c1c(-c2ccccc2Cl)c[nH]n1-c1ccccc1 | 2.8% | -4.5% | -9.2% | 3.7% | -4.6%
5 | CC1CCCC(C(=O)OCc2ccccc2)N1 (stereo not drawn) | 0.5% | -1.4% | 19.2% | 4.0% | 2.8%
6 | NNc1nc(-c2ccccc2Cl)nc2sc3c(c12)CCCC3 | 21.1% | -4.3% | -0.1% | -0.5% | -16.9%
7 | Cc1cc(=O)oc(C)c1C(=O)Nc1ccc2nsnc2c1 | 0.3% | -9.1% | ? | 18.1% | 3.0%
8 | C=CCn1c(-c2ccccc2[N+](=O)[O-])n[nH]c1=S | -3.0% | 0.9% | 26.0% | 1.3% | 3.9%

no. | TSHR antag | Integrin act MD | A-T KAP1 phos | CXXC DNA block | TCR act
1 | 11.1 | 14.2% | 7.5% | 4.7% | 4.1%
2 | 3.0 | -17.7% | -2.8% | 30.7%[activator] | -1.9%
3 | 8.0 | -16.5% | 2.2% | 17.9% | 9.9%
4 | -6.7 | 1.6% | -7.0% | 18.3% | 1.2%
5 | -3.0 | 8.1% | / | -11.3% | -3.6%[46.1 µM]
6 | -10.5 | 22.5% | -2.5% | -0.4% | 5.9%[46.1 µM]
7 | -7.5 | 25.9% | -3.5% | -2.6% | 9.6%
8 | 12.5 | ? | -7.7% | -5.1% | 1.3%

Brought forward from above: 2 entries; new compounds follow.
no. | SMILES | Mito fusion act | PTAP TSG101 blk | MBNL1-CUG inh | ASM inhibitor | Menin MLL FP TR
7 | Cc1cc(=O)oc(C)c1C(=O)Nc1ccc2nsnc2c1 | 0.3% | -9.1% | ? | 18.1% | 3.0%
8 | C=CCn1c(-c2ccccc2[N+](=O)[O-])n[nH]c1=S | -3.0% | 0.9% | 26.0% | 1.3% | 3.9%
9 | COC(=O)C1=C(C)N(C)C(C)=C(C(=O)OC)C1c1ccccn1 | 2.4% | 1.0% | 4.2% | 5.7% | 2.3%
10 | CC(=O)Cc1nsc(NC(=O)C2Cc3ccccc3C(=O)O2)n1 (stereo not drawn) | 1.1% | -1.2% | 10.5% | 0.4% | -7.2%
11 | Cc1cccc2cc(CN(Cc3ccccc3)C(=O)c3cccc(F)c3)c(Cl)nc12 | 3.3% | -5.8% | -15.9% | -13.7% | -17.0%
12 | CCN(CC(=O)Nc1cccc(F)c1)Cc1nc2ccccc2c(=O)[nH]1 | -0.6% | -0.2% | -7.8% | 3.1% | -9.6%
13 | COc1ccc(OC)c(/C=C2\S/C(=N/NC(=O)c3ccc4ccccc4c3)NC2=O)c1 | 8.6% | ? | -15.7% | / | ?
14 | O=C(COc1ccc(-c2nnco2)cc1)N1CCN(S(=O)(=O)c2ccc3ccccc3c2)CC1 | 2.7% | -8.2% | 13.4% | 1.7% | -1.9%
15 | C=CCn1ncc(OC)c(Cl)c1=O | 0.8% | -5.8% | -0.9% | 3.7% | -19.5%
16 | COc1ccc(NC(=O)CN2CCN(c3ccccc3Cl)CC2)cc1 | 9.5% | -2.3% | -3.6% | 2.2% | -14.1%
17 | O=C1NCCN1c1ccc(CN2CCN(C3CCCCC3)C(CCO)C2)cc1 (stereo not drawn) | -2.3% | -1.1% | -5.4% | 3.8% | 12.3%
18 | Cc1cccc(CNc2ncnc3ccc(-c4ccc5c(c4)OCCO5)cc23)c1 | -15.8%&12.8% | 2.0% | / | -18.6% | /
19 | COc1cccc(C(=O)Nc2ccc(-c3nnc(-c4ccco4)o3)cc2)c1 | 1.9% | 2.3% | 1.2% | -3.9% | /

no. | TSHR antag | Integrin act MD | A-T KAP1 phos | CXXC DNA block | TCR act
7 | -7.5 | 25.9% | -3.5% | -2.6% | 9.6%
8 | 12.5 | ? | -7.7% | -5.1% | 1.3%
9 | -1.5 | 2.4% | / | -12.5% | -2.1%
10 | 20.6 | 12.3% | 2.2% | -10.0% | 4.8%
11 | -0.4 | 23.8% | 3.8% | -15.2% | -2.6%
12 | 3.9 | -20.6% | 4.3% | -9.9% | -1.8%
13 | -18.5 | 20.5% | -3.3% | 8.2% | -4.3%[46.1 µM]
14 | -1.2 | -11.1% | -7.6% | 2.5% | -2.1%
15 | -4.5 | -14.4%[7.66 µM] | -3.7% | 1.0% | -10.5%
16 | -8.4 | -16.5% | 4.5% | -5.3% | 9.0%[46.1 µM]
17 | -7.6 | 10.9% | 6.6% | -13.0% | -6.9%
18 | -20.6&-1.7 | / | 8.4%&13.5% | / | -2.0%
19 | -2.4 | 4.2% | 5.1% | 1.2% | 0.9%

Entries shown so far containing a carbonyl joined to an NH by a bond outside any ring, in the order listed:
no. | SMILES | Mito fusion act | PTAP TSG101 blk | MBNL1-CUG inh | ASM inhibitor | Menin MLL FP TR
1 | CCOC(=O)COc1ccc(CCNC(C)=O)cc1 | 1.6% | -2.5% | -6.1% | 2.3% | 6.5%
2 | O=C(CN(Cc1ccccc1)S(=O)(=O)c1ccc(F)cc1)NCc1ccccn1 | 1.3% | -8.0% | -8.3% | -0.2% | /
3 | Cc1cccc(NCc2nc(SCC(=O)Nc3ccccc3Br)n[nH]2)c1 | 3.2% | -5.9% | 2.5% | -3.6% | 6.1%
7 | Cc1cc(=O)oc(C)c1C(=O)Nc1ccc2nsnc2c1 | 0.3% | -9.1% | ? | 18.1% | 3.0%
10 | CC(=O)Cc1nsc(NC(=O)C2Cc3ccccc3C(=O)O2)n1 (stereo not drawn) | 1.1% | -1.2% | 10.5% | 0.4% | -7.2%
12 | CCN(CC(=O)Nc1cccc(F)c1)Cc1nc2ccccc2c(=O)[nH]1 | -0.6% | -0.2% | -7.8% | 3.1% | -9.6%
13 | COc1ccc(OC)c(/C=C2\S/C(=N/NC(=O)c3ccc4ccccc4c3)NC2=O)c1 | 8.6% | ? | -15.7% | / | ?
16 | COc1ccc(NC(=O)CN2CCN(c3ccccc3Cl)CC2)cc1 | 9.5% | -2.3% | -3.6% | 2.2% | -14.1%
19 | COc1cccc(C(=O)Nc2ccc(-c3nnc(-c4ccco4)o3)cc2)c1 | 1.9% | 2.3% | 1.2% | -3.9% | /

no. | TSHR antag | Integrin act MD | A-T KAP1 phos | CXXC DNA block | TCR act
1 | 11.1 | 14.2% | 7.5% | 4.7% | 4.1%
2 | 3.0 | -17.7% | -2.8% | 30.7%[activator] | -1.9%
3 | 8.0 | -16.5% | 2.2% | 17.9% | 9.9%
7 | -7.5 | 25.9% | -3.5% | -2.6% | 9.6%
10 | 20.6 | 12.3% | 2.2% | -10.0% | 4.8%
12 | 3.9 | -20.6% | 4.3% | -9.9% | -1.8%
13 | -18.5 | 20.5% | -3.3% | 8.2% | -4.3%[46.1 µM]
16 | -8.4 | -16.5% | 4.5% | -5.3% | 9.0%[46.1 µM]
19 | -2.4 | 4.2% | 5.1% | 1.2% | 0.9%
